# NPC1 prom act – qHTS Assay for NPC1 Promoter Activators. Huh7 NPC1 promoter luciferase reporter, 24 h. AID 485313, 2010. Potency, µM (titrated, usually from 9.22 µM), without a hit: at the top dose activation, usual class: activators. hit rate 2.4% among 320,000;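 note: potency is the fitted concentration of half-maximal effect; % of control where 0% means no effect; nearly all actives have a fitted effect of over 60% in size; reporter is driven by a mutant NPC1 promoter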
#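 Quantitative HTS used a cell-based reporter: Huh7 cells stably bearing the NPC1 promoter upstream of luciferase were treated with compounds for 24 h, and promoter activation was read as luminescence.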
# FLuc counter – qHTS profiling assay for firefly luciferase inhibitor/activator using purifed enzyme and Km concentrations of substrates (counterscreen for miR-21 project) | AID 588342, 2011 | hit rate 6.9% among 360,000 | Luciferin 4-monooxygenase (Photinus pyralis), P08659 | Potency, µM (series often up to 57.5 µM), for inactives: at the top dose activity change, negative = inhibition, usual class: inhibitors | purified FLuc, Km substrates, luminescence inhibition;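 note: potency is the fitted concentration of half-maximal effect; plate controls were vehicle for no effect and reference inhibitor for full effect; nearly all actives have a fitted effect of over 55% in size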
# Target sequence (P08659 whole entry, looked up): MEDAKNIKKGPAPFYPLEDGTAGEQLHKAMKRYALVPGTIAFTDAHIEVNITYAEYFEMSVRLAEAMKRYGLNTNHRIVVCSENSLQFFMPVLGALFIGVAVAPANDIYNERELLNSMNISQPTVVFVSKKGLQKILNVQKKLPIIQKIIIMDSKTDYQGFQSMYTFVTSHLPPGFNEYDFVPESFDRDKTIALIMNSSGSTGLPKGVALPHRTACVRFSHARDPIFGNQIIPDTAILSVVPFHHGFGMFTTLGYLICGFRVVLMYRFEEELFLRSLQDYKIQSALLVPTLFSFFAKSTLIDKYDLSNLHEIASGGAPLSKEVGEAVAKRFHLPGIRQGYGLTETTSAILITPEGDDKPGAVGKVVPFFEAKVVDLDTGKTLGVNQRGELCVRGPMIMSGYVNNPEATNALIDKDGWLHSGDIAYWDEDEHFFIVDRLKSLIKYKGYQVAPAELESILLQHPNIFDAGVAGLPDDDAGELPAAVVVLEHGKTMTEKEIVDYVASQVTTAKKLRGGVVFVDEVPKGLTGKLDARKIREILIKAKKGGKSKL
#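 Biochemical qHTS of compounds, final roughly 60 µM downward over six points, against 10 nM purified firefly luciferase using Km concentrations of substrates (10 uM D-luciferin, 10 uM ATP) in Tris acetate pH 7.5 buffer; luminescence output.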
# Gal4-VP16 FLuc – VP16 counterscreen qHTS for inhibitors of ROR gamma transcriptional activity; hit rate 3.5% among 310,000; Drosophila S2 Gal4-VP16 UAS-luciferase, luminescence, 20 h; Potency, µM (highest dose often 53.6 µM), for the others: at the top dose activity, negative = inhibition, usual class: inhibitors;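 note: Gal4-VP16 expression switched on by copper sulfate through the metallothionein promoter; potency is the fitted concentration of half-maximal effect; % is set by controls: 0 for no effect and ±100 for the full control effect; nearly all actives have a fitted effect of over 50% in size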
# RORg inh – qHTS for inhibitors of ROR gamma transcriptional activity. Drosophila S2 Gal4-RORgamma UAS-luciferase reporter, 20 h. hit rate 5.4% among 310,000. Potency, µM (series often up to 53.6 µM), for the others: at the highest dose activity change, negative = inhibition, most hits filed as inhibitors; note: potency is the fitted concentration of half-maximal effect; % is set by controls: 0 for no effect and ±100 for the full control effect; nearly all actives have a fitted effect of over 60% in size
#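 Stably transfected Drosophila Schneider cells are the test system, with ROR gamma fused to Gal4 and luciferase under UAS control; luminescence is read after 20 hr of 700 uM copper sulfate induction at ambient temperature.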
# p53 reactivator – qHTS assay for re-activators of p53 using a Luc reporter | H1299 p53-A138V BP100-luciferase reporter, luminescence, 24 h | Potency, µM (doses to about 92.2 µM), for the others: at the highest dose activity change, positive = activation, usual class: activators | hit rate 0.063% among 320,000; note: potency is the fitted concentration of half-maximal effect; % of control where 0% means no effect; nearly all actives have a fitted effect of over 45% in size
#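 p53-null H1299 cells stably carrying temperature-sensitive p53-A138V and a BP100-luciferase reporter were pinned with compounds (4-point, 1:5 series) and held 24 hrs at 37 deg C. Luminescence was read 10 min after detection reagent.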
# Rab9 promoter act – qHTS Assay for Rab9 Promoter Activators; AID 485297, 2010; Potency, µM (titrated, usually from 9.22 µM), for inactives: top-dose activation, negative = inhibition, actives largely listed as activators; Huh7 Rab9 promoter-luciferase reporter, luminescence, 24 h; hit rate 2.8% among 320,000; note: potency is the fitted concentration of half-maximal effect; % of control where 0% means no effect; nearly all actives have a fitted effect of over 60% in size
#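 Luminescence read-out: Huh7 cells stably expressing Rab9-luciferase, treated 24 h with compound at 37 °C, then lysed with luciferase reagent for 10 min at ambient before reading.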
# ELG1 repair inh – qHTS screen for small molecules that inhibit ELG1-dependent DNA repair in human embryonic kidney (HEK293T) cells expressing luciferase-tagged ELG1. HEK293T ELG1-luciferase reporter, luminescence, 16 h; DNA damage induced by 5-fluorouridine. Potency, µM (doses to about 46.1 µM), for the others: top-dose activity change, negative = inhibition, actives largely listed as inhibitors. hit rate 2.3% among 330,000. AID 504467, 2011; note: potency is the fitted concentration of half-maximal effect; % is set by controls: 0 for no effect and ±100 for the full control effect; nearly all actives have a fitted effect of over 55% in size
#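 HEK293T cells expressing luciferase-tagged ELG1 (2,000/well) received 5-Fluorouridine plus compound or DMSO for 16 hr at 37 °C. Luciferase was read by ONE-Glo luminescence after 30 min at room temperature.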
# Tb PFK block – qHTS Assay to Find Inhibitors of T. brucei phosphofructokinase. ATP-dependent 6-phosphofructokinase (Trypanosoma brucei brucei), O15648. T. brucei PFK, ADP-Glo luminescence. Potency, µM (highest dose often 57.5 µM), inactives show top-dose activity, negative = inhibition, most hits filed as inhibitors. hit rate 0.17% among 330,000;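 note: potency is the fitted concentration of half-maximal effect; 0% = uninhibited 1x PFK enzyme wells and -100% = no-enzyme wells; nearly all actives have a fitted effect of over 60% in size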
# Target sequence (O15648 whole entry, looked up): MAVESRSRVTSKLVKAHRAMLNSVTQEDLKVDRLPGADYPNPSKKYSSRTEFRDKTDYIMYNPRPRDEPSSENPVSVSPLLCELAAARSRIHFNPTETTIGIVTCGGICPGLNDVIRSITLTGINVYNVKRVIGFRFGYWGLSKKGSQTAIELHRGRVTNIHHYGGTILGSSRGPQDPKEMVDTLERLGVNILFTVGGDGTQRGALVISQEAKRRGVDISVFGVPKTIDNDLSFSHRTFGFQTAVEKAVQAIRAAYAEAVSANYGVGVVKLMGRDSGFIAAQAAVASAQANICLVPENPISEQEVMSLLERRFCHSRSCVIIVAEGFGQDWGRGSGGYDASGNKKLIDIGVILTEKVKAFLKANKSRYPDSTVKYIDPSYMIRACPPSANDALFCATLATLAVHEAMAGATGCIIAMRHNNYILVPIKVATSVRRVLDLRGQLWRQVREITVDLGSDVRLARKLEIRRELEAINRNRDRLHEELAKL
#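 PFK 1.25 nM, F6P 0.5 mM, ATP 0.1 mM, 0.1 M TEA pH 8.0, 5 mM MgCl2, 0.01% Tween20, 0.1% BSA; 45 min RT. ADP-Glo readout. qHTS titration up to 57 uM; curves fitted, compounds curve-classed.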
# BRCA1 expr up – qHTS Assay to Identify Small Molecule Activators of BRCA1 Expression; Potency, µM (titrated, usually from 46.1 µM), without a hit: top-dose activation, actives largely listed as activators; hit rate 1.1% among 380,000; MCF7-BRCA1-FFLuc reporter, luminescence, 48 h; response scale: scaled: vehicle 0%, 10 µM genistein 100%; note: potency is the fitted concentration of half-maximal effect; nearly all actives have a fitted effect of over 80% in size; some results filed as inactive show a strong effect at the top dose
#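 Cells: MCF7-BRCA1-FFLuc, 2000/well. Exposure: 48 h, 37 °C, 5% CO2. Read: luminescence, 15 min post-substrate. Controls: genistein 10 microM (maximal activation), DMSO (neutral).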
# TRPV1 ag – HTS Assay for Compounds that Act as Agonists of the Vanilloid Receptor 1; TRPV1-expressing cells, Fluo-8 calcium influx, agonist mode; activation, % at 8.33 µM; hit rate 0.19% among 320,000; AID 540275, 2011; Transient receptor potential cation channel subfamily V member 1 (Homo sapiens), Q8NER1; in the data active = activation above about 80%; inconclusive = between about 30% and that limit; note: 0% is about no effect
#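 TRPV1-expressing cells were cultured overnight at 35.5C and loaded with Fluo-8 calcium dye for 40 to 90 min at room temperature. After a 10 s baseline, compound was added and calcium influx was read kinetically for 3 min (ex 480/em 520 nm).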
# ELG1 genotox – qHTS screen for small molecules that induce genotoxicity in human embryonic kidney (HEK293T) cells expressing luciferase-tagged ELG1. HEK293T ELG1-luciferase reporter, luminescence, 16 h. Potency, µM (highest dose often 46 µM), for the others: at the highest dose activity change, positive = activation, usual class: activators. hit rate 1.3% among 330,000. AID 504466, 2011; note: potency is the fitted concentration of half-maximal effect; % of control where 0% means no effect; nearly all actives have a fitted effect of over 60% in size
#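 DMSO vehicle served as control against compound-treated ELG1-luciferase HEK293T cells; exposure lasted 16 hr at 37 °C and 5% CO2, followed by ONE-Glo luminescence detection after 30 min.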
# * marks the source's active call; other numbers are inactive results; ? = inconclusive; . = not tested or not shown; [ ] = remark or other dose. Unless noted, calls come from the whole dose curve; as a rule, active = well fitted curve in the direction sought with a large enough effect; inconclusive = small, poorly fitted or top-dose-only effect, or another doubt; inactive = no such curve, though single readings can be large; an effect the other way counts as inactive or inconclusive.
mol	ELG1 repair inh	Gal4-VP16 FLuc	FLuc counter	Rab9 promoter act	ELG1 genotox	BRCA1 expr up	Tb PFK block	TRPV1 ag	NPC1 prom act	p53 reactivator	RORg inh
Cc1ccc2nc(C(Cl)(Cl)Cl)nc(N/N=C/c3ccncc3)c2c1	9.0%	-3.4%	-1.6%	-2.6%	4.4%	-31.6%	0.6%	3.7	-2.8%	0.4%	-14.1%
Cc1cccc(CNC(=O)c2ccc(NC(=O)C3=CSCCO3)cc2)c1	?	-11.6%	?	0.4%	0.1%[9.26 µM]	71.8%	-5.4%	8.5	-1.5%	20.7%	9.9%
COc1ccc(NC(=O)CN(C)C(=O)CCCN2C(=O)c3cccc4cccc(c34)C2=O)cc1	-20.8%	.	?	12.0%	0.7%	54.2%	-3.3%	-2.1	1.4%	-11.1%	.
O=C(NC(c1ccccc1)c1ccccc1)N1CCN(CCO)CC1	-0.1%	-0.8%	0.9%	-15.4%	-0.2%	4.9%	0.3%	?	4.3%	-1.9%	7.8%
CCCCCC(=O)N1CCN(S(=O)(=O)c2ccc3c(c2)OCCCO3)CC1	-5.6%	.	3.2%	1.4%	-0.5%	-3.3%	-1.7%	0.8	0.5%	-2.5%	.
c1ccc(-c2c[n+]3c(n2-c2ccccc2)SCC3)cc1	?	-7.5%	6.6%	-30.7%[inhibitor]	-15.1%	-33.8%	20.8%	1.0	-21.3%	5.3%	21.5%
CCCn1c2ccccc2c2nnc(SCC(=O)Nc3cc(C)on3)nc21	?	1.8%	-5.2%	0.9%	6.4%	-18.0%	0.1%	-2.2	8.7%	0.3%	-18.0%
Cc1ccc(S/C=C\C(=O)c2ccccc2)cc1	?	14.1µM*	0.135µM*	11.3%	18.4µM*	-83.3%[inhibitor]	-11.0%	-3.2	10.2%	?	-13.3%
COc1cc(NC(=O)Cn2cnc3sc(C)c(S(=O)(=O)N4CCOCC4)c3c2=O)cc(OC)c1OC	11.4%	-3.2%	-1.5%	-3.9%	-4.8%	-10.6%	3.3%	-7.5	-8.4%	0.4%	?
COc1ccc(C(NC(C)=O)c2cc(Cl)c3cccnc3c2O)cc1 (centres undefined)	?	1.58µM*	0.1%	-37.6%[inhibitor]	6.1%	-77.8%	-0.5%	-2.2	-34.0%[inhibitor]	.	2µM*
Cc1cc(N2CCCC2)n2nc(C)c(-c3ccccc3)c2n1	?	8.2%	?	13.8%	-4.3%	.	-3.1%	-0.3	-0.2%	16.4%	19.0%
CN(C(=O)COC(=O)COc1ccc(Cl)cc1)C1CCCCC1	7.6%	1.1%	-3.3%	1.7%	-3.2%	-16.0%	2.0%	17.1	-0.8%	1.2%	-15.3%
CCn1c(COc2ccccc2)nnc1SCC(=O)Nc1cc(OC)ccc1OC	?	-5.7%	5.8%	-3.1%	-2.3%	-52.8%	0.0%	.	-2.7%	0.8%	?
CCc1ccccc1OCC(=O)Nc1cccc(S(=O)(=O)NC2=NCCCCC2)c1	-6.6%	.	?	-5.3%	-5.4%	-16.5%	0.3%	-0.7	-4.3%	1.6%	.
COc1cc(CNCc2ccco2)cc(OC)c1O	-3.5%	3.7%	1.2%	-2.9%	-1.2%	0.1%	2.4%	1.0	-6.6%	1.5%	-10.3%[1.91 µM]
CCCn1c(SCC(=O)Nc2nnc(-c3ccccc3)s2)nnc1-c1ccccn1	0.0%	-24.9%	-24.5%	1.2%	12.6%	6.2%	2.5%	-5.6	0.9%	0.2%	31.6%
CCc1cc(Br)ccc1NC(=S)NCCc1ccccc1	?	6.31µM*	1.9%	-6.2%	-7.4%	-23.0%	-1.4%	16.0	-0.2%	-7.5%	5.01µM*
Cc1nc2nc(C)c(CCC(=O)NCCC3=CCCCC3)c(C)n2n1	1.5%	4.5%	-0.8%	-3.3%	0.1%	4.7%	-1.1%	-1.0	-0.5%	-3.4%	0.3%
CC(C)Cn1c(-c2csc3ccccc23)n[nH]c1=S	8.7%	6.31µM*	-0.8%	-0.1%	-4.9%	-17.4%	3.2%	-1.8	-0.1%	2.5%	1.12µM*
O=C(COC(=O)C1CCN(S(=O)(=O)c2cc([N+](=O)[O-])ccc2Cl)CC1)Nc1ncc(Cl)cc1Cl	22.3%	-6.0%	-4.0%	2.4%	-3.3%	-8.8%	-3.4%	3.6	6.1%	-0.8%	-2.1%
COCC(C)n1c(C)cc(C(=O)CN2C(=O)NC3(CCCCC3C)C2=O)c1C (centres undefined)	25.5%	4.9%	-8.1%	3.7%	6.0%	33.3%	0.3%	-4.7	9.4%	8.8%	?
N#Cc1c2n(c(=S)n(-c3ccccn3)c1=O)CCCCC2	17.5%	?	0.3%	1.8%	15.3%	2.0%	-3.7%	0.2	6.6%	17.2%	-15.0%
CC1CCc2nc(NC(=O)CN3CCN(c4ccccc4)CC3)sc2C1 (centres undefined)	?	4.1%	2.0%	-4.6%	-0.3%	-18.6%	-0.7%	5.1	1.2%	1.2%	?
CC1(C)CCc2cc(S(=O)(=O)N3CCN(S(=O)(=O)c4c(F)cccc4F)CC3)ccc2O1	?	.	.	.	?	7.94µM*	-5.1%	.	.	?	.
CCC(=O)N1CCc2cc(S(=O)(=O)CCC(=O)Nc3ccc(OC)c(OC)c3)ccc21	-2.4%	-6.6%	-3.2%	-7.2%	2.6%	5.3%	-3.2%	-7.5	-2.3%	-2.1%	2.5%
COc1ccc(-c2nn(C)c(=O)c3ccccc23)cc1CNC(=O)NC1CCCCC1	?	-2.2%	0.5%	-11.0%	-0.1%	.	3.3%	0.1	-4.0%	-4.0%	2.6%
O=C(CN1C(=O)S/C(=C\c2ccccc2)C1=O)NCCCn1ccnc1	8.4%	-7.1%	-13.5%	-0.3%	-2.2%	-0.2%	2.2%	0.5	-3.5%	7.2%	-18.8%
Cc1ccc(CNC(=O)C2CCN(S(=O)(=O)c3cccs3)CC2)o1	2.3%	1.4%	2.9%	-1.9%	-0.6%	-0.4%	-3.2%	1.9	-0.3%	1.5%	?
C#CCOCCOCCOCCNc1nc(N2CCN(C(=O)[C@H]([C@@H](C)CC)n3cc(CCCN=C(N)N)nn3)CC2)nc(N2CCN(C(=O)[C@H](Cc3ccc(O)cc3)n3cc(CCO)nn3)CC2)n1	2.8%	-9.4%	-0.4%	-3.1%	1.7%	0.3%	-0.3%	4.8	-5.0%	0.6%	12.8%
O=C(N/N=C/C=C/c1ccccc1)c1ccc(Br)cc1	1.9%	4.47µM*	-3.1%	0.9%	-8.9%	5.4%	-0.6%	15.7	6.1%	2.2%	3.16µM*

# Limited to RORg inh, Tb PFK block and FLuc counter, for 2 of the compounds above:
molecule,RORg inh,Tb PFK block,FLuc counter
Cc1ccc(S/C=C\C(=O)c2ccccc2)cc1,-13.3%,-11.0%,0.135µM*
COc1ccc(C(NC(C)=O)c2cc(Cl)c3cccnc3c2O)cc1 (centres undefined),2µM*,-0.5%,0.1%

# (more compounds)
mol	ELG1 repair inh	Gal4-VP16 FLuc	FLuc counter	Rab9 promoter act	ELG1 genotox	BRCA1 expr up	Tb PFK block	TRPV1 ag	NPC1 prom act	p53 reactivator	RORg inh
COc1ccc(NC(=O)C(CCCCNC(=O)OC(C)(C)C)NC(=O)OCc2ccccc2)cc1 (centres undefined)	-2.6%	-4.0%	0.2%	-4.6%	0.1%	10.9%	-0.1%	21.9	-0.2%	2.3%	-6.0%
CCOC(=O)c1c(C)[nH]c(C(=O)COC(=O)c2cccnc2Cl)c1C	?	.	.	.	?	5.6%	1.4%	.	.	0.6%	.
CNc1nccc(-c2ccc(F)cc2)c1C#N	-9.8%	23.2%	-2.9%	0.7%	18.5%	2.2%	4.0%	-10.2	-1.2%	-3.2%	0.1%
CC(=O)Nc1ccc(C(=O)NNC(=O)c2cccs2)cc1	25.2%	-2.2%	-3.4%	2.0%	0.2%	0.6%	-1.0%	-1.8	0.1%	11.2%	-9.0%

# Screening data deposited in PubChem BioAssay by National Center for Advancing Translational Sciences (NCATS).
